From PubChem BioAssay
NR1D1 modulator – modulators of Rev-erb alpha DNA binding, primary screen, biochemical, FITC-DNA, fluorescence polarization, uHTS; activity, % at 10 µM; Rev-erbα–FITC-DNA binding, 90 min; hit rate 0.79% among 370,000; Nuclear receptor subfamily 1 group D member 1 (Homo sapiens), P20393; AID 1259318, 2017;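 active = activity above about 14%, limit read from the data; passing the limit was not always enough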;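 also: 0% = DMSO wells with 35 nM protein and 100% = DMSO wells with 750 nM protein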
HTRA1 inh – HTRA1 serine protease inhibitors, primary screen, biochemical, fluorescence polarization, HTS. inhibition, % at 5.96 µM. AID 504803, 2011. recombinant HTRA1, FP-rhodamine activity-based probe. hit rate 0.5% among 340,000; in the data active = inhibition above about 36%;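 also: 0% = enzyme with DMSO and 100% = wells lacking enzyme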
mABHD4 FP – ABHD4 inhibitors, primary screen, biochemical, fluorescence polarization, mouse. inhibition, % at 8.92 µM. hit rate 0.54% among 370,000. purified mABHD4, FP-Rh probe fluorescence polarization. (Lyso)-N-acylphosphatidylethanolamine lipase (Mus musculus), Q8VD66;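 active = inhibition exceeding the mean over every tested compound plus 3 SD, cut at about 30% in these data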;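 also: 0% = plate median of compound wells and 100% = S159A mutant with DMSO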
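Material: mouse ABHD4 enzyme, wild type; Benchmarks: S159A mutant high control, sample median low control; Buffer or medium: HEPES pH 7.0, NaCl, Pluronic buffer; Signal: fluorescence polarization; Read-out: percent inhibition of probe binding, normalized to plate controls; Timing: pre-incubation 45 min, probe exposure 60 min, at 25 °C; Dosing: 8.92 µM, single dose.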
ARFGAP1 inh – inhibitors of rat ARFGAP1 GAP activity, primary screen, biochemical, fluorescence polarization, GDP tracer; ADP-ribosylation factor GTPase-activating protein 1 (Rattus norvegicus), Q62848; Arfgap1-stimulated ARF1 GTP hydrolysis, GDP FP detection; inhibition, % at 16.5 µM; hit rate 0.26% among 360,000; AID 651572, 2012;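 active = inhibition above a per-plate limit, mean inhibition of low control wells plus 3 SD, cut at about 25% in these data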;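 also: 0% = DMSO wells with enzyme and 100% = wells lacking Arfgap1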
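Material: rat Arfgap1 GAP domain (His6, aa 1-136), purified enzyme. Also added: human ARF1(Δ1-17)-GTP substrate. Compound dosing: 16.5 µM single point, 1.26% DMSO. Timing: enzyme reaction 120 min at 25 °C after 20 min preincubation. Signal: GDP detection by fluorescence polarization. Read-out basis: percent inhibition of GAP-stimulated GDP formation, scaled between DMSO and no-Arfgap1 medians.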
PG9 Ab binder – binders of HIV-1 gp120 antibody PG9, primary screen, biochemical, TR-FRET. HIV-1 gp120 / PG9 antibody interaction. TR-FRET gp120-PG9 antibody binding. hit rate 0.43% among 360,000. inhibition, % at 6.7 µM; in the data active = inhibition above about 8.5%
SMARCA2 act – SMARCA2 (BRM) function activators, primary screen, cell-based, luminescence, high throughput | activation, % at 9.1 µM | MG213 cells, MMTV-luciferase reporter, dexamethasone, overnight | hit rate 1% among 370,000 | AID 652017, 2013; in the data active = activation above about 7.8%;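 also: 0% = vehicle wells and 100% = reference activator wells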
GC-B act – human GC-B receptor activators, primary screen, HEK293 GC-B cells, cGMP TR-FRET, EC30 CNP; activation, % at 10 µM; hit rate 0.11% among 370,000; 0% at EC30 CNP, 100% saturating CNP; AID 1920062, 2024;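 active = activation at 10 µM reaching about 35% in either raw or pattern-adjusted values, limit read from the data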
Target sequence (P20594 whole entry, looked up): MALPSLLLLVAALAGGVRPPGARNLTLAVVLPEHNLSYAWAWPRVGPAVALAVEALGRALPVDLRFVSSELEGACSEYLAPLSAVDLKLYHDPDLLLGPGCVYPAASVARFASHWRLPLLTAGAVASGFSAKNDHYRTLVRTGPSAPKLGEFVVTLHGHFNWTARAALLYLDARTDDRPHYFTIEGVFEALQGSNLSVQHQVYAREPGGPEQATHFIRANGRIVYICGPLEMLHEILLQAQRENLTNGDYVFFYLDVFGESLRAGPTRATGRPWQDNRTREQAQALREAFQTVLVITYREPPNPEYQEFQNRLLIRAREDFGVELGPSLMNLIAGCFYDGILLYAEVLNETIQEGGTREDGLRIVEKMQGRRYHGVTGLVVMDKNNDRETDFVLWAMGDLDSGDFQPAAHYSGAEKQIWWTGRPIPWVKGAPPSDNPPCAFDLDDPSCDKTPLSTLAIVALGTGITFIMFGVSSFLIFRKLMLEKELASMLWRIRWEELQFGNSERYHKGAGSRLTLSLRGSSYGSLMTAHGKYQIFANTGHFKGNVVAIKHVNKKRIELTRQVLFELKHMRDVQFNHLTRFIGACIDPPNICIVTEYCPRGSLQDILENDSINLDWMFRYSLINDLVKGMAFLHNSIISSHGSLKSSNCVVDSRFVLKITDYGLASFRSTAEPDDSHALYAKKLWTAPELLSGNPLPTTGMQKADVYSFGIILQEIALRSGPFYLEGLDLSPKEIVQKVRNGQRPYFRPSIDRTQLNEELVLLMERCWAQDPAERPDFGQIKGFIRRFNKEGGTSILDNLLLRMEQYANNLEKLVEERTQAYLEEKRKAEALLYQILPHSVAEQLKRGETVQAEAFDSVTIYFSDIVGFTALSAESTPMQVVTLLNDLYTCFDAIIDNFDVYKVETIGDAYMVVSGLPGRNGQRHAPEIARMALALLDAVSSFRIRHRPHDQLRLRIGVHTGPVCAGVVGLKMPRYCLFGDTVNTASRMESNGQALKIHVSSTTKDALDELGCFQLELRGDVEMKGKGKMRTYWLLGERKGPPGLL
rCAG binder – binders of r(CAG) RNA repeats, primary screen, biochemical, fluorescence; r(CAG) RNA repeat, TO-PRO-1 dye displacement fluorescence; inhibition, % at 3 µM; hit rate 1.3% among 370,000; AID 651821, 2012;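 active = inhibition above the plate cutoff, the mean of all test compounds on that plate plus 3 SD, cut at about 35% in these data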;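 also: 0% = DMSO alone and 100% = 100 µM mitoxantrone as full dye displacement; higher means more dye released from RNA so lower well fluorescence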
NPR1 activator – GC-A stimulated cGMP production enhancers – HEK293 GC-A cells, cGMP TR-FRET, EC30 ANP, primary screen | AID 1671463, 2021 | activation, % at 10 µM | 0% at EC30 ANP, 100% saturating ANP | hit rate 0.14% among 370,000; in the data active = activation above about 40%
ASAP1 GAP inh – inhibitors of human ASAP1 ArfGAP activity, primary screen, biochemical, fluorescence polarization; hit rate 0.19% among 360,000; ASAP1-stimulated ARF1 GTP hydrolysis, GDP FP detection; inhibition, % at 16.5 µM; in the data active = inhibition above about 25%;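 also: 0% = vehicle with enzyme and substrate and 100% = no enzyme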
Numbers without * were called inactive; . = not tested or not shown; & = joins results of further samples. Rows are unselected. Share with any hit: about 4.4%.

SMILES	NR1D1 modulator	HTRA1 inh	mABHD4 FP	ARFGAP1 inh	PG9 Ab binder	SMARCA2 act	GC-B act	rCAG binder	NPR1 activator	ASAP1 GAP inh
COc1ccc(N2CCN(C(=O)CNC(=O)Cc3ccccc3)CC2)cc1	-1	5	-12	3	-0.3	-2	-1	-9	3	0
Cc1cccc(NS(=O)(=O)c2ccc(C(=O)NCC(C)(C)N3CCOCC3)cc2)c1C	0	3	-4	1	-0.3	-2	-3	-5	2	15
O=C(O)[C@@H](O)c1ccccc1	7&1	5	-1	7	1.2	-1	1	4	2	1
COc1ccc(OC(C)C(=O)N2CCN(c3ccccn3)CC2)cc1 (stereo unspecified)	3	9	-1	11	0.1	3	10	-1	4	-10
Cc1ccc(S(=O)(=O)NCc2ccccn2)cc1C	-2	1	8	-6	0.2	-3	-2	2	-1	-8
O=[N+]([O-])c1ccc(Cl)c(CN2CCCCCC2)c1	5	-1	5	-5	-0.9	0	5	-1	-3	2
O=C(NNS(=O)(=O)c1ccc2ccccc2c1)c1cc(-c2ccccn2)nc2ccccc12	-3	-8	-10	0	-1.2	2	9	20	3	-11
COc1ccccc1NC(=O)c1ccccc1NS(=O)(=O)c1cccs1	2	-9	7	0	-0.4	-1	2	37*	2	7
CCN(c1ccccc1)S(=O)(=O)c1ccc(Cl)c(NC(=O)CSc2n[nH]c(N)n2)c1	3	-5	-11	10	-0.1	-2	3	6	1	7
COc1ccc(S(=O)(=O)Nc2ccccc2-c2nnn(CC(=O)Nc3ccccc3OC)n2)cc1	1	-18	-12	9	-0.1	-5	-1	5	4	10
CCOC(=O)C1(Cc2ccc(Cl)cc2)CCN(Cc2cn(CC)nc2C)CC1	-1	10	3	0	0.5	-3	2	-7	-8	0
COC(=O)N1CCN(c2ccc(C)cc2)C(C)C1 (stereo unspecified)	2	1	0	9	0.0	-3	5	-5	0	-7
COC(=O)Nc1nnc(Cc2ccc(Cl)cc2)s1	-2	0	-5	2	2.0	-2	-10	1	-1	2
CCOC(=O)c1ccc(S(=O)(=O)N2CCN(C(=O)c3nn(C)c(=O)c4ccccc34)CC2)cc1	5	7	6	8	-1.5	3	1	-5	-5	-9
O=C(CNC1CC1)Nc1cc(C(F)(F)F)ccc1Cl	-1	-1	12	-10	-2.8	0	3	-4	2	-9
Cc1cc2nc(SCC(=O)O)nc(C)c2cc1C	.	2	-9	1	-3.6	-4	.	5	.	5
COCCn1c(SCC(=O)NC(=O)NC2CCCC2)nc2ccccc2c1=O	-7	9	8	-3	-1.5	-1	4	1	-4	-5
CCN(C(=O)CSc1ncccn1)c1cccc2ccccc12	5	4	11	2	-1.1	2	-4	-1	-7	-11
CCCCN1C(=O)C(CC(=O)NCCN2CCOCC2)CC(C(=O)N(C)C)=C1C (stereo unspecified)	6	7	0	9	-0.5	-2	7	0	3	-3
O=C(Nc1ccc(S(=O)(=O)Nc2nccs2)cc1)c1cc(=O)[nH]c2ccccc12	-4	-5	-6	-5	-1.0	2	0	26	3	-14
O=C(CSCc1cnn(-c2ccccc2)c1-n1cccc1)NCc1ccccn1	-2	-6	-1	17	0.3	-1	1	-3	1	7
C=CCC1NS(=O)(=O)OC2CCCCC12 (stereo unspecified)	4	-6	2	8	0.2	1	6	0	-1	9
O=C(CSc1nc2ccccc2s1)NNC(=S)Nc1ccc(Br)cc1	-1	6	2	2	0.4	0	3	53*	1	-9
COc1ccc(-c2n[nH]c(=S)n2-c2ccc(C)cc2C)cc1	8	1	4	10	-1.0	-1	0	8	-2	-3
c1cn2c(-c3ccc(N4CCOCC4)cc3)cncc2n1	-5	.	3	14	-1.2	0	2	3	-1	-8
SMILES	NR1D1 modulator	HTRA1 inh	mABHD4 FP	ARFGAP1 inh	PG9 Ab binder	SMARCA2 act	GC-B act	rCAG binder	NPR1 activator	ASAP1 GAP inh
CN1CCN(c2ncnc3c2ncn3[C@H]2CN(Cc3ccc(C(=O)O)cc3)C[C@@H](CO)O2)CC1	-3	.	6	1	-1.2	-2	0	2	4	8
CCN(CC)CCCn1c2c(c(SCC(=O)Nc3cccc(C)c3C)nc1=O)CCC2	1	-2	3	-11	1.2	0	0	-5	0	-5
O=C(Nc1ccc(Cl)cc1C(=O)O)c1ccc2c(c1)C(=O)N(Cc1ccco1)C2=O	-4	-24	1	0	1.0	-5	2	86*	8	1
CCOc1ccccc1C(=O)NCCN1CCC(n2c(=O)[nH]c3ccccc32)CC1	1	.	2	-5	-1.3	-5	-2	-2	-2	4
Cc1cc(Br)ccc1NC(=O)CN(C)C(=O)C1CCN(C(=O)c2ccc(Cl)cc2)CC1	-8	-1	-2	4	-0.8	4	2	-1	0	4
Cc1c(CNCCc2ccccc2Cl)c(C(=O)O)c(C)n1-c1ccccc1	0	-13	-3	-10	3.0	-2	-3	8	-8	-5
CCCOc1ccccc1N/C(=N/c1nc(C)cc(C)n1)NC(=O)COc1ccc(OC)cc1	-10	12	-3	-1	-0.3	0	-1	6	-7	-9
CNc1sc(C(=O)c2ccccc2F)c(N)c1-c1nc2ccccc2s1	-1	19	26	1	-3.8	-1	-6	26	1	-5
O=C1CC(C(=O)N2CCc3ccccc32)CN1c1ccccc1 (stereo unspecified)	-4	-3	2	9	-0.3	-1	2	0	-1	-2
COc1ccc(C2SCCN2C(=S)Nc2ccc(Cl)cc2)cc1 (stereo unspecified)	-2	-13	-10	2	0.2	2	-2	3	-2	-1
COc1cc2nc(=S)n3[nH]c(CCn4nc(C)cc4C)nc3c2cc1OC	4	6	5	1	-1.1	8	2	9	16	5
CCSc1ccccc1C(=O)Nc1cc(C)on1	0	1	7	7	-1.6	-1	-1	0	2	0
Cc1ccc(NC(=O)CCC(=O)NNC(=O)COc2ccc([N+](=O)[O-])cc2)c(C)c1	-2	0	1	5	-0.7	-1	-1	-2	0	11
Cc1cccc(NC(=O)c2ccccc2NC(=O)Cc2ccccc2)c1C	1	-9	10	16	1.6	-3	0	-3	1	-1
Cc1[nH]n(-c2cccc([N+](=O)[O-])c2)c(=O)c1-c1ccccc1	5	4	-1	-14	-4.2	1	5	8	-2	-9
Fc1cnc(N2CCN(c3ccccc3)CC2)nc1N1CCN(c2ccccc2)CC1	-2	-4	-1	-7	-0.6	-3	-4	0	2	1
c1ccc(C[n+]2ccc3ccccc3c2)cc1	-3	6	-1	-4	-0.3	-2	0	2	0	-8
O=C(C(Cl)Cl)N1c2ccccc2OCC1c1ccccc1 (stereo unspecified)	3	-2	-1	5	0.1	-8	-8	-1	-2	-6
CNC(=O)c1ccc(NC(=O)CN2c3cccc4cccc(c34)S2(=O)=O)cc1	-2	-1	2	8	2.6	-1	0	4	2	1
Cc1ccc(NC(=O)c2ccc([N+](=O)[O-])cc2)cc1S(=O)(=O)N(C)C	0	-5	14	1	2.4	1	3	8	-3	5
CSc1ccccc1NC(=O)CN1CCCCC1C (stereo unspecified)	7	-3	3	12	0.9	3	0	-7	4	-1
CCCCNC(=O)c1ccccc1NC(=O)C1=C(C)OCCS1	5	-1	-8	10	-3.2	-6	0	-3	-2	8
CCOc1ccc(NC(=O)N(O)C2(C#N)CCCCC2)cc1	-8	4	4	1	0.5	-3	0	2	2	-7
CC(C)=CCN1CCN(Cc2cccn2-c2ncccn2)CC1CCO (stereo unspecified)	-1	7	1	-1	-0.2	-2	-3	-5	-2	-6
O=C(CNC(=O)c1cccs1)N/N=C/c1ccc(O)cc1O	3	-2	-2	-3	-1.4	0	-3	-1	-2	10

Molecules from the list above containing two or more sulfur atoms (6):
SMILES	NR1D1 modulator	HTRA1 inh	mABHD4 FP	ARFGAP1 inh	PG9 Ab binder	SMARCA2 act	GC-B act	rCAG binder	NPR1 activator	ASAP1 GAP inh
COc1ccccc1NC(=O)c1ccccc1NS(=O)(=O)c1cccs1	2	-9	7	0	-0.4	-1	2	37*	2	7
CCN(c1ccccc1)S(=O)(=O)c1ccc(Cl)c(NC(=O)CSc2n[nH]c(N)n2)c1	3	-5	-11	10	-0.1	-2	3	6	1	7
O=C(Nc1ccc(S(=O)(=O)Nc2nccs2)cc1)c1cc(=O)[nH]c2ccccc12	-4	-5	-6	-5	-1.0	2	0	26	3	-14
O=C(CSc1nc2ccccc2s1)NNC(=S)Nc1ccc(Br)cc1	-1	6	2	2	0.4	0	3	53*	1	-9
CNc1sc(C(=O)c2ccccc2F)c(N)c1-c1nc2ccccc2s1	-1	19	26	1	-3.8	-1	-6	26	1	-5
COc1ccc(C2SCCN2C(=S)Nc2ccc(Cl)cc2)cc1 (stereo unspecified)	-2	-13	-10	2	0.2	2	-2	3	-2	-1

New compounds follow.
SMILES	NR1D1 modulator	HTRA1 inh	mABHD4 FP	ARFGAP1 inh	PG9 Ab binder	SMARCA2 act	GC-B act	rCAG binder	NPR1 activator	ASAP1 GAP inh
CC1CC(C)CN(CCCNC(=O)c2ccc(CNS(=O)(=O)c3ccc(F)cc3)cc2)C1 (stereo unspecified)	5	1	-3	2	0.2	0	1	-5	7	-1
O=C(NC1CC2CCC(C1)N2C(=O)NCc1ccccc1)C1CC1 (stereo unspecified)	-2	15	6	1	-1.6	-3	3	-1	2	-14
COc1ccc2c(c1)cc(C)c1nnc(SCC(=O)N(C)c3nc(-c4ccccc4)cs3)n12	1	-4	1	1	-0.4	2	3	2	0	-5
CCCCNC(=O)C(NC(=O)c1ccc(=O)[nH]c1)C(=O)c1ccccc1 (stereo unspecified)	-1	.	3	-4	0.5	-4	10	4	0	8
O=C(Oc1ccc([N+](=O)[O-])cc1)c1ccc2ccccc2n1	2	-3	0	3	0.2	0	2	2	-1	-7
O=C(NCCn1cccn1)C1CCC(=O)N(CCc2ccccc2)C1 (stereo unspecified)	-9	1	2	4	-1.5	-1	-3	-3	2	-2
C/C(=N\NC(=O)c1ccccc1OCc1ccc(F)cc1)c1ccccn1	-6	-18	4	3	-1.9	17*	14	3	13	1
O=C(O)c1cc(NC(=O)c2ccco2)cc(NC(=O)c2ccco2)c1	0	-2	3	5	-0.9	-3	0	-1	0	-4
Cc1cccc(NC(=O)C(C)SCc2nc3sc4c(c3c(=O)[nH]2)CCCC4)n1 (stereo unspecified)	-8	1	3	4	-1.6	0	-3	11	-1	2
COc1ccc(OCCCC(=O)Nc2ccc3c(c2)OCCO3)cc1	-3	1	-5	-2	-0.6	-2	0	-1	-2	-10
O=C(O)c1cn(-c2ccccc2)nc1-c1ccc(Cl)cc1	-4	-4	-8	0	-1.2	1	-12	9	0	-2
Cc1c(Cl)c(C(F)(F)F)nn1CC(=O)NCc1ccco1	-1	0	-6	1	-0.1	-1	-2	1	3	2
COC(=O)c1cc(NC(=O)CSC2=NCCS2)cc(C(=O)OC)c1	2	-1	1	15	-0.1	-5	-4	3	-4	-7
CC(C)NC(=O)Nc1cccc(Cl)c1	-2	1	-5	5	0.7	-2	-5	9	3	-6
